RORg inh – inhibitors of mouse ROR gamma transcriptional activity; Drosophila S2 Gal4-RORgamma UAS-luciferase reporter, 20 h; Potency, µM (highest dose often 53.6 µM), without a hit: top-dose activity change, negative = inhibition, most hits filed as inhibitors; actives 5.4% (n = 310,000); note: % is set by controls: 0 for no effect and ±100 for the full control effect; nearly all actives have a fitted effect of over 60% in size
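Luminescence from a UAS-regulated Photinus luciferase reporter in stably transfected Drosophila Schneider cells is measured; decreased signal marks ROR gamma inhibition. Fusion expression is induced by 700 uM copper sulfate for 20 hr.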
p53 reactivator – re-activators of mutant p53; H1299 p53-A138V BP100-luciferase reporter, luminescence, 24 h; Potency, µM (titrated, usually from 92.2 µM), without a hit: at the top dose activity change, positive = activation, hits mostly activators; actives 0.063% (n = 320,000); AID 504706; note: % of control where 0% means no effect; nearly all actives have a fitted effect of over 45% in size
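H1299 (p53-null), stable ts p53-A138V + BP100-Luc; 1000 cells/well, Opti-MEM/10% FBS; cpd 4 pt, 1:5; 24 h, 37 deg C, 5% CO2; detection reagent 10 min RT; luminescence.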
uPA surface inh – inhibitors of cell surface uPA generation; cell surface uPA generation assay, qHTS; Potency, µM (series often up to 38.3 µM), without a hit: at the top dose activity change, negative = inhibition, most hits filed as inhibitors; actives 0.31% (n = 330,000); AID 540303; active = well fitted inhibition curve with a large enough effect; inconclusive = small, poorly fitted or top-dose-only effect; inactive = no such curve, though single readings can be large or run the other way; tested in mouse RAW 264.7 cells; note: % is set by controls: 0 for no effect and ±100 for the full control effect; nearly all actives have a fitted effect of over 55% in size
NPC1 prom act – NPC1 promoter activation; Huh7 NPC1 promoter luciferase reporter, 24 h; Potency, µM (top dose mostly 9.22 µM), for inactives: at the top dose activation, most hits filed as activators; actives 2.4% (n = 320,000);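 note: % of control where 0% means no effect; nearly all actives have a fitted effect of over 60% in size; reporter is driven by a mutant NPC1 promoter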
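Readout is luciferase luminescence, reflecting NPC1 promoter activation in stably transfected Huh7 cells after 24 h compound exposure at 37 °C in reduced-serum medium with 10% FBS.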
ELG1 genotoxic – induces genotoxicity in HEK293T cells with luciferase-tagged ELG1; HEK293T ELG1-luciferase reporter, luminescence, 16 h; Potency, µM (highest dose often 46 µM), for inactives: top-dose activity change, positive = activation, actives largely listed as activators; actives 1.3% (n = 330,000); note: % of control where 0% means no effect; nearly all actives have a fitted effect of over 60% in size
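Step 1: seed 2,000 HEK293T ELG1-luciferase cells per well. Step 2: add compound or DMSO, incubate 16 hr at 37 °C. Step 3: ONE-Glo, 30 min at room temperature, read luminescence.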
MBNL1-CUG inh – MBNL1-poly(CUG) RNA binding inhibition; TR-FRET MBNL1-His/biotin-(CUG)12 binding, 665/545 ratio; Potency, µM (highest dose often 57.5 µM), without a hit: at the top dose activity change, negative = inhibition, hits mostly inhibitors; actives 0.036% (n = 280,000); AID 2675; active = well fitted inhibition curve with a large enough effect in the signal ratio, with a control signal flat, not every such curve was filed as active; inconclusive = small, poorly fitted or top-dose-only effect, or effect the other way, or a change in a side signal; inactive = no such curve, though single readings can be large or run the other way; the % refers to the signal ratio; note: % is set by controls: 0 for no effect and ±100 for the full control effect
Target sequence (Q9NR56 whole entry, looked up): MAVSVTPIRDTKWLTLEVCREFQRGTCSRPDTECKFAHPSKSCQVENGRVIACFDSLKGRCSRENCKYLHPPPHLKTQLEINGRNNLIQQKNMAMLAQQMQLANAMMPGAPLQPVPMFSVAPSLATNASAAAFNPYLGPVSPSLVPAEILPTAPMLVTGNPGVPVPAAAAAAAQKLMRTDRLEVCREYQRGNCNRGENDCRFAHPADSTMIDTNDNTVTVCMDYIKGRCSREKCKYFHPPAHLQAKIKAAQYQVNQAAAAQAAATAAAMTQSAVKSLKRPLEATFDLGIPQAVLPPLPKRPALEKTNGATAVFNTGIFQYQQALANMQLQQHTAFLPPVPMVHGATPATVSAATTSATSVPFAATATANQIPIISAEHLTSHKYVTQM
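Ratiometric TR-FRET (665 over 545 nm, excitation 340 nm) tracks disruption of MBNL1-His/biotin-(CUG)12 complex after 60 min at room temperature, with compounds at 92 nM to 58 uM final.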
BRCA1 expr up – activators of BRCA1 expression; AID 624202; actives 1.1% (n = 380,000); Potency, µM (series often up to 46.1 µM), for inactives: at the highest dose activation, usual class: activators; MCF7-BRCA1-FFLuc reporter, luminescence, 48 h; response scale: scaled: vehicle 0%, 10 µM genistein 100%; note: nearly all actives have a fitted effect of over 80% in size; some results filed as inactive show a strong effect at the top dose
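48 h compound treatment of MCF7-BRCA1-FFLuc cells (phenol-red free MEM, 37 °C), then 15 min with luciferase substrate and luminescence imaging.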
VP16 counter – counter-screen for ROR gamma inhibitors: Gal4-VP16 reporter; Drosophila S2 Gal4-VP16 UAS-luciferase, luminescence, 20 h; Potency, µM (titrated, usually from 53.6 µM), without a hit: at the highest dose activity, negative = inhibition, most hits filed as inhibitors; AID 2546; actives 3.5% (n = 310,000);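 note: Gal4-VP16 expression switched on by copper sulfate through the metallothionein promoter; % is set by controls: 0 for no effect and ±100 for the full control effect; nearly all actives have a fitted effect of over 50% in size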
Rab9 promoter act – Rab9 promoter activation; Huh7 Rab9 promoter-luciferase reporter, luminescence, 24 h; Potency, µM (series often up to 9.22 µM), without a hit: top-dose activation, negative = inhibition, hits mostly activators; actives 2.8% (n = 320,000); AID 485297; note: % of control where 0% means no effect; nearly all actives have a fitted effect of over 60% in size
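Using Huh7 cells stably transfected with Rab9 promoter–luciferase, compounds were incubated 24 h at 37 °C, 5% CO2; luciferase luminescence was read 10 min after reagent addition.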
FLuc counter – counter-screen for miR-21 project: firefly luciferase inhibitors or activators; Potency, µM (top dose mostly 57.5 µM), for the others: top-dose activity change, negative = inhibition, usual class: inhibitors; purified FLuc, Km substrates, luminescence inhibition; actives 6.9% (n = 360,000); AID 588342;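 note: plate controls were vehicle for no effect and reference inhibitor for full effect; nearly all actives have a fitted effect of over 55% in size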
Target sequence (P08659 whole entry, looked up): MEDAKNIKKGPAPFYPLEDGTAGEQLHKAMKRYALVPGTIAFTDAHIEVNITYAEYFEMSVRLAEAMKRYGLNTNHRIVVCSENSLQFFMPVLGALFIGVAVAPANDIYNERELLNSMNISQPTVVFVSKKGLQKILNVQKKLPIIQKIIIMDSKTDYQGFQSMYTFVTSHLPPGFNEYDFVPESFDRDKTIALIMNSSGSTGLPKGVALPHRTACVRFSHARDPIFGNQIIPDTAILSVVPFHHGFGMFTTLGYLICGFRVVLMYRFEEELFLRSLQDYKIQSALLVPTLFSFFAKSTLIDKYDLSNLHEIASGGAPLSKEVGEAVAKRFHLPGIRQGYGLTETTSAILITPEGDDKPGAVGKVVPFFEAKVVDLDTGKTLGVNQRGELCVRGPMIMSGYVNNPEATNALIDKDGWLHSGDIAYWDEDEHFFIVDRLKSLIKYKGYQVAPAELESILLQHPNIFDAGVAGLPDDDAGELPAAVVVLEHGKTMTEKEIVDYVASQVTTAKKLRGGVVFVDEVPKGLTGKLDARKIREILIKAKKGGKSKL
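Biochemical qHTS of compounds, final roughly 60 µM downward over six points, against 10 nM purified firefly luciferase using Km concentrations of substrates (10 uM D-luciferin, 10 uM ATP) in Tris acetate pH 7.5 buffer; luminescence output.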
Active calls of the source: *; [ ] = dose if it differs, or a comment. Unless noted, calls come from the whole dose curve; as a rule, active = well fitted curve in the direction sought with a large enough effect; inconclusive = small, poorly fitted or top-dose-only effect, or another doubt; inactive = no such curve, though single readings can be large; an effect the other way counts as inactive or inconclusive. Potency is the fitted concentration of half-maximal effect.

`CCOc1ccccc1-c1cc(C(=O)N2CCOCC2)c2ccccc2n1` gave RORg inh 28%, p53 reactivator -8%, uPA surface inh -9%, NPC1 prom act 3%, ELG1 genotoxic -8%, MBNL1-CUG inh 10%, BRCA1 expr up -8%, VP16 counter inconclusive, Rab9 promoter act -5% and FLuc counter 1%.
Screening CC(NC(=O)COc1ccc(/C=N/NC(=O)CO)cc1)c1ccccc1 (stereo unspecified) returned RORg inh inconclusive, uPA surface inh 9%, NPC1 prom act 0%, ELG1 genotoxic 2%, MBNL1-CUG inh inconclusive, BRCA1 expr up -23%, VP16 counter 2%, Rab9 promoter act 0% and FLuc counter 4%.
`CC(=O)c1ccc(N/C=C\C(=O)c2ccc(C)cc2)cc1` gave RORg inh -34%, p53 reactivator inconclusive, uPA surface inh 2%, NPC1 prom act 2.5µM*, ELG1 genotoxic 8.2µM*, MBNL1-CUG inh 12%, BRCA1 expr up inconclusive, VP16 counter -6%, Rab9 promoter act 4µM* and FLuc counter 1.9µM*.
For Clc1ncccc1-c1nnn(-c2ccccc2Br)n1 the results were RORg inh 18%, p53 reactivator 6%, uPA surface inh -12%, NPC1 prom act 23%, ELG1 genotoxic inconclusive, MBNL1-CUG inh 7%, BRCA1 expr up inconclusive, VP16 counter -1%, Rab9 promoter act 25% and FLuc counter 17µM*.
`Cc1ccc(C(=O)CNc2ccc(Br)cc2)cc1` gave RORg inh 28%, p53 reactivator 6%, NPC1 prom act 20%, ELG1 genotoxic 13%, MBNL1-CUG inh -1%, BRCA1 expr up 23%, VP16 counter -5%, Rab9 promoter act 14% and FLuc counter -19%.
For CC1=C(C(=O)Nc2ccccn2)C(c2ccc(Cl)cc2)NC(=S)N1 (stereo unspecified) the results were RORg inh -22%, p53 reactivator 27%, uPA surface inh -2%, NPC1 prom act 2%, ELG1 genotoxic -12%, MBNL1-CUG inh -4%, BRCA1 expr up 16%, VP16 counter -4%, Rab9 promoter act 13% and FLuc counter inconclusive.
Screening COc1ccccc1CCNS(=O)(=O)c1ccc(C(=O)O)n1C returned RORg inh 1%, p53 reactivator -3%, uPA surface inh 1%, NPC1 prom act 1%, ELG1 genotoxic -3%, MBNL1-CUG inh -8%, BRCA1 expr up 0%, VP16 counter 3%, Rab9 promoter act 1% and FLuc counter 1%.
CCc1cccc(NC(=O)CC2SC(N3CCCC3)=NC2=O)c1 (stereo unspecified) was read as p53 reactivator -4%, uPA surface inh -1%, ELG1 genotoxic 3% and BRCA1 expr up -24%.
For O=C(COC(=O)CCc1nc2ccccc2c(=O)[nH]1)NCc1ccc(F)cc1 the results were RORg inh -5%, p53 reactivator 0%, uPA surface inh 0%, NPC1 prom act -3%, ELG1 genotoxic -2%, MBNL1-CUG inh -9%, BRCA1 expr up -3%, VP16 counter 0%, Rab9 promoter act -4% and FLuc counter -1%.
`COC(=O)C1=C(C)N(C)C(C)=C(C(=O)OC)C1c1ccc(C(=O)OC)cc1` gave RORg inh -22%, p53 reactivator -5%, uPA surface inh 1%, NPC1 prom act 5%, ELG1 genotoxic inconclusive, MBNL1-CUG inh 3%, BRCA1 expr up -40%, VP16 counter 16%, Rab9 promoter act -1% and FLuc counter 0%.

Not a retest: 4 of the compounds above.
Screening COc1ccccc1CCNS(=O)(=O)c1ccc(C(=O)O)n1C returned RORg inh 1%, p53 reactivator -3%, uPA surface inh 1%, NPC1 prom act 1%, ELG1 genotoxic -3%, MBNL1-CUG inh -8%, BRCA1 expr up 0%, VP16 counter 3%, Rab9 promoter act 1% and FLuc counter 1%.
CCc1cccc(NC(=O)CC2SC(N3CCCC3)=NC2=O)c1 (stereo unspecified) was read as p53 reactivator -4%, uPA surface inh -1%, ELG1 genotoxic 3% and BRCA1 expr up -24%.
For O=C(COC(=O)CCc1nc2ccccc2c(=O)[nH]1)NCc1ccc(F)cc1 the results were RORg inh -5%, p53 reactivator 0%, uPA surface inh 0%, NPC1 prom act -3%, ELG1 genotoxic -2%, MBNL1-CUG inh -9%, BRCA1 expr up -3%, VP16 counter 0%, Rab9 promoter act -4% and FLuc counter -1%.
`COC(=O)C1=C(C)N(C)C(C)=C(C(=O)OC)C1c1ccc(C(=O)OC)cc1` gave RORg inh -22%, p53 reactivator -5%, uPA surface inh 1%, NPC1 prom act 5%, ELG1 genotoxic inconclusive, MBNL1-CUG inh 3%, BRCA1 expr up -40%, VP16 counter 16%, Rab9 promoter act -1% and FLuc counter 0%.

Next results follow:
O=C(CNC(=O)c1ccc(C(F)(F)F)cc1)NC1CC1 was read as p53 reactivator -2%, uPA surface inh 1%, ELG1 genotoxic 0% and BRCA1 expr up 1%.
Screening CCN(C[C@H]1N[C@@](CC)(C(=O)OC)[C@H]2C(=O)N(Cc3ccccc3)C(=O)[C@@H]12)C(=O)c1ccccc1 returned p53 reactivator -7%, uPA surface inh 3%, ELG1 genotoxic -8% and BRCA1 expr up -6%.
N#C/C(=C\c1ccc(Sc2ccccc2)o1)c1nc2ccccc2[nH]1 was read as RORg inh inconclusive, p53 reactivator inconclusive, uPA surface inh -8%, NPC1 prom act 2.8µM*, ELG1 genotoxic inconclusive, MBNL1-CUG inh 27%, BRCA1 expr up inconclusive, VP16 counter inconclusive, Rab9 promoter act 2.2µM* and FLuc counter 2.7µM*.
CN(C)/C=N/c1ncn(-c2ncc(C(F)(F)F)cc2Cl)n1 was read as RORg inh -35%, p53 reactivator 19%, uPA surface inh -7%, NPC1 prom act 3.2µM*, ELG1 genotoxic inconclusive, MBNL1-CUG inh -6%, BRCA1 expr up 61%, VP16 counter -15%, Rab9 promoter act 2.2µM* and FLuc counter inconclusive.
CCCc1cc(=O)n2nc(N3CCC(C(=O)N4CCN(c5ccc(OC)cc5)CC4)CC3)sc2n1 was read as RORg inh inconclusive, p53 reactivator -1%, uPA surface inh -7%, NPC1 prom act -24%, ELG1 genotoxic -5%, MBNL1-CUG inh -1%, BRCA1 expr up -15%, VP16 counter -18%, Rab9 promoter act -34%[inhibitor] and FLuc counter 5%.
COc1cc(NC(=O)CN(C)CCOc2ccccc2)c(C)cc1[N+](=O)[O-] was read as RORg inh 11%, p53 reactivator -1%, uPA surface inh -5%, NPC1 prom act -15%, ELG1 genotoxic -2%, MBNL1-CUG inh inconclusive, BRCA1 expr up -15%, VP16 counter -1%, Rab9 promoter act -4% and FLuc counter -1%.
Screening O=c1ccn(Cc2ccccc2)cc1 returned RORg inh -26%, p53 reactivator 2%, uPA surface inh 8%, NPC1 prom act -4%, ELG1 genotoxic 4%, MBNL1-CUG inh -5%, BRCA1 expr up 23%, VP16 counter -1%, Rab9 promoter act -4% and FLuc counter -1%.
For COc1ccc(CCN(Cc2cc3cc(C)ccc3[nH]c2=O)C(C)=O)cc1OC the results were RORg inh -6%, p53 reactivator 2%, uPA surface inh 1%, NPC1 prom act 0%, ELG1 genotoxic 0%, MBNL1-CUG inh -6%, BRCA1 expr up -17%, VP16 counter -3%, Rab9 promoter act -2% and FLuc counter 0%.
`COc1ccc(S(=O)(=O)N2C3CCC2CC(NC(=O)NC2CCCCC2)C3)cc1` (stereo unspecified) gave RORg inh 32%, p53 reactivator 1%, uPA surface inh -1%, NPC1 prom act -1%, ELG1 genotoxic -1%, MBNL1-CUG inh 6%, BRCA1 expr up -6%, VP16 counter -1%, Rab9 promoter act -2% and FLuc counter -1%.
Screening Cc1ccc(N2C(=O)CC3(CC4C=CC3C4)C2=O)cc1 (stereo unspecified) returned RORg inh 17%, p53 reactivator 22%, uPA surface inh -4%, NPC1 prom act 1%, ELG1 genotoxic inconclusive, MBNL1-CUG inh -2%, BRCA1 expr up 49%, VP16 counter 13%, Rab9 promoter act 14% and FLuc counter inconclusive.
`Cc1cccc(/C=N/NC(=O)c2cccc(Cl)c2)n1` gave RORg inh 7.1µM*, p53 reactivator 21%, uPA surface inh -6%, NPC1 prom act -1%, ELG1 genotoxic 9%, MBNL1-CUG inh 17%, BRCA1 expr up 8%, VP16 counter 11µM*, Rab9 promoter act 2% and FLuc counter inconclusive.
`N#Cc1ccccc1NC(=O)COC(=O)c1ccc(S(=O)(=O)N2CCCC2)cc1` gave RORg inh 0%, p53 reactivator 0%, uPA surface inh -8%, NPC1 prom act -1%, ELG1 genotoxic -4%, MBNL1-CUG inh 4%, BRCA1 expr up -4%, VP16 counter 0%, Rab9 promoter act -1% and FLuc counter 8%.
O=C(NC1CCCC1)c1cccc(Cl)c1 was read as RORg inh 34%, p53 reactivator 4%, uPA surface inh -1%, NPC1 prom act 4%, ELG1 genotoxic -3%, BRCA1 expr up 16%, VP16 counter 30%, Rab9 promoter act 6% and FLuc counter -1%.

High-throughput results from PubChem.
